Assay outcomes from PubChem BioAssay.
NPY2 pot ag: NPY-Y2 potentiators or agonists, primary screen, cell-based; 0.45% of 220,000 active; Neuropeptide Y receptor type 2 (Homo sapiens), P49146; cells expressing NPY-Y2, potentiator/agonist read-out; activation, % at 3.6 µM; in the data active = activation above about 27%;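 also: cells stimulated with NPY near EC25 plus isoproterenol at EC100; 0% = vehicle plus submaximal agonist and 100% = vehicle plus saturating agonist; some results beyond the cut were filed as inactive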
Target sequence (P49146 whole entry, looked up): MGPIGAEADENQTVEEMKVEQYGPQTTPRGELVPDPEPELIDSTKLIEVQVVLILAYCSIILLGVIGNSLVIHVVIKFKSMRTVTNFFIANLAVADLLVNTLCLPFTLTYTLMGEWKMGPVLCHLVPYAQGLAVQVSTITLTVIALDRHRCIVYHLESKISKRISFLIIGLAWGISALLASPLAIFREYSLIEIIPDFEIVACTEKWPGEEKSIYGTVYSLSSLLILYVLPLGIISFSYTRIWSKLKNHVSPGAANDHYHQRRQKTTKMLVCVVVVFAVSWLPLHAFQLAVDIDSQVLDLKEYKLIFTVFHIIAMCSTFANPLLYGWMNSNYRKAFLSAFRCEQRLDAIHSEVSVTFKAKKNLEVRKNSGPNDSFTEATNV
p97 inhibitor: inhibitors of human p97 ATPase, primary screen, biochemical; recombinant p97 ATPase, Kinase-Glo ATP luminescence, 3 h; inhibition, % at 8 µM; AID 1481, 2009; 0.42% of 220,000 active; in the data active = inhibition above about 15%;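 also: 0% = DMSO vehicle and 100% = wells lacking enzyme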
Mdm2 ligase inh: MDM2-luciferase reporter signal enhancers, primary screen, MDM2 E3 ligase inhibitor project, cell-based, luminescence, 1536-well; E3 ubiquitin-protein ligase Mdm2 (Homo sapiens), Q00987; cell-based MDM2 ubiquitination luciferase reporter, 2 h; 0 = plate control, 100 = twice control, blank-subtracted; signal enhancement, % at 5 µM; 0.11% of 210,000 active;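 active = signal enhancement of 30% or more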;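 also: luminescence tracks abundance of the self-degrading MDM2-luciferase fusion protein; higher signal means inhibition of MDM2 E3 ligase activity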
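System: stable MDM2–luciferase fusion reporter cells / Input: 2000 cells seeded into each well / Schedule: 4 h settle plus 2 h compound, 37 °C / Compound: single-point 5 µM / Buffer or medium: cells held in DMEM / Benchmarks: control and blank well means / Evaluation: percent signal gain over controls, blank-subtracted / Measured by: luciferase luminescence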
NPY Y1 blocker: NPY-Y1 receptor antagonists, primary screen, cell-based. Neuropeptide Y receptor type 1 (Homo sapiens), P25929. HEK293-CNG Y1 cells, membrane potential fluorescence; NPY at EC95, then isoproterenol. inhibition, % at 3.6 µM. 1% of 200,000 active. AID 1040, 2008;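 active = inhibition above the campaign mean inhibition of all tested compounds plus 3 SD, cut at about 20% in these data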;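 also: 0% = DMSO wells given NPY plus isoproterenol and 100% = isoproterenol alone without NPY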
Target sequence (P25929 whole entry, looked up): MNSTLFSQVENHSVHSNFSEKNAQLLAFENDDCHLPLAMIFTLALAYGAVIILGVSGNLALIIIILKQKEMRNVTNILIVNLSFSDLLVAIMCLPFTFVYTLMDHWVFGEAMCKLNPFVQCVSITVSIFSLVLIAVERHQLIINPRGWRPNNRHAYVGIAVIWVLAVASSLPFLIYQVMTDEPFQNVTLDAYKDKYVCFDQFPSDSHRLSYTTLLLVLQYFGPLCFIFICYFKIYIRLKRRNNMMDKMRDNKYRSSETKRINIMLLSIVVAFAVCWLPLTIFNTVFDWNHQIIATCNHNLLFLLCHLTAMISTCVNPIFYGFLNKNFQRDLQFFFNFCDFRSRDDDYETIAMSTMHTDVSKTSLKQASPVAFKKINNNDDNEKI
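Assay system: HEK293 Y1/CNG channel cell line; Doses: single compound dose of 3.6 µM, 0.4% DMSO; Timing: dye 3 h, compound 60 min room temperature, stimulation 45 min; Technique: Membrane-potential fluorescent dye readout; Measure: % inhibition of NPY effect.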
RBBP9 inhibitor: human RBBP9 inhibitors, primary screen, biochemical, fluorescence polarization, FP-Rh probe, HTS; Serine hydrolase RBBP9 (Homo sapiens), O75884; recombinant RBBP9; inhibition, % at 7.94 µM; 0.2% of 220,000 active; AID 1515, 2009;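 active = inhibition above the campaign mean of all tested compounds plus 3 SD, cut at about 14% in these data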;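 also: plate controls were DMSO wells with RBBP9 for no effect and wells lacking RBBP9 protein for full effect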
Target sequence (O75884 whole entry, looked up): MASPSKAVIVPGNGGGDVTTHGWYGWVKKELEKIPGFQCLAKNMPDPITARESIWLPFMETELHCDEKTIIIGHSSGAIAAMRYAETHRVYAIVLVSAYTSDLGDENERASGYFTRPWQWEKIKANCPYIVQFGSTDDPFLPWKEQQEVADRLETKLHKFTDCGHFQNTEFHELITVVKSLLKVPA
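Test system: recombinant human RBBP9; Timing: 30 min then 45 min, 25 °C; Detection: fluorescence polarization; Control set: RBBP9 with DMSO as uninhibited control, no-protein wells as full inhibition; Compound dosing: one concentration, 7.94 µM nominal, 0.794% DMSO; Probe or stimulus: FP-Rh activity-based probe, 375 nM before mixing.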
Hck-Nef inh: inhibitors of Nef-activated human Hck kinase, primary screen, biochemical, Z-Lyte FRET, 384-well, Hck-YEEI. Tyrosine-protein kinase HCK (Homo sapiens), P08631. Recombinant Hck-YEEI plus Nef, Z-Lyte FRET kinase assay. inhibition, % at 20 µM. 0.68% of 220,000 active. AID 463187, 2010;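 active = Hck-Nef kinase inhibition above about 50%, limit read from the data; inactive = inhibition below that limit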;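 also: 0% = DMSO with Hck plus Nef and 100% = Hck alone without Nef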
Runt-CBFb FRET: inhibitors of RUNX1 Runt–CBFb binding, primary screen, biochemical, FRET, Cerulean-Runt, Venus-CBFb, uHTS. Runt-related transcription factor 1 (Homo sapiens) + Core-binding factor subunit beta …. Cerulean-Runt/Venus-CBFb FRET ratio 530/480, 1 h. 0.46% of 220,000 active. inhibition, % at 20 µM;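 active = inhibition over about 50% at 20 µM in the single-dose screen, limit read from the data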;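 also: 0% = DMSO wells and 100% = excess unlabeled CBFb competitor control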
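Reagent – Venus-CBFb binding partner, 100 nM · Assay system – Cerulean-tagged RUNX1 Runt domain (FRET donor) fusion protein · Input – 100 nM per protein · Incubation – two 1 h room-temperature incubations shielded from light · Measured by – FRET fluorescence · Medium – Tris buffer pH 7.5 with salts and BSA · Benchmarks – unlabeled CBFb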
Runt-SMMHC FRET: inhibitors of RUNX1 Runt–CBFb-SMMHC binding, primary screen, biochemical, FRET, Cerulean-Runt, Venus-CBFb-SMMHC, uHTS; Cerulean-Runt/Venus-CBFb-SMMHC FRET ratio 530/480, 1 h; inhibition, % at 20 µM; 0.74% of 220,000 active;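 active = mean inhibition across duplicate retests at 20 µM reaching about 50%, limit read from the data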;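 also: 0% = DMSO wells and 100% = wells with excess untagged CBFb-SMMHC; inhibitors lower the FRET ratio by blocking Runt binding to CBFb-SMMHC; some results filed as inactive read as strong as hits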
NPY1 pot ag: NPY-Y1 receptor potentiators or agonists, primary screen, cell-based | NPY-Y1 expressing cells, potentiator/agonist activation | activation, % at 3.6 µM | 0.37% of 220,000 active | AID 1304, 2008; in the data active = activation above about 33%, passing the limit was not always enough;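 also: cells stimulated with NPY at EC10 then isoproterenol at EC100; 0% = low agonist plus stimulus and 100% = saturating agonist plus stimulus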
* hit, by the source's call; nt = no result given. An unsorted share of the library; any-hit rate near 3.5%.

SMILES	NPY2 pot ag	p97 inhibitor	Mdm2 ligase inh	NPY Y1 blocker	RBBP9 inhibitor	Hck-Nef inh	Runt-CBFb FRET	Runt-SMMHC FRET	NPY1 pot ag
O=C(NCc1ccc(Cl)cc1)C(=O)N/N=C/c1ccc(Br)cc1	-2	8	-16	4	-3	22	-2	2	2
CC1Cc2ccccc2N1C(=O)CSc1nc2ccccc2o1 (centres undefined)	-19	6	0	13	-3	0	-1	0	9
CCN(CC)S(=O)(=O)c1ccc(C(=O)OCCN2C(=O)c3cccc4c(N5CCOCC5)ccc(c34)C2=O)cc1	-2	2	5	0	-4	-13	-308	-193	7
CC1(C)Cc2c(sc3nn[nH]c(=O)c23)CO1	7	-2	-12	-3	0	-3	1	-1	15
O=C(Nc1ccccc1C(=O)Nc1ccc2c(c1)OCO2)c1cccs1	-10	6	-14	0	-2	3	2	-4	-24
CCOC(=O)c1sc2ccccc2c1NC(=O)c1coc2ccccc2c1=O	2	3	-8	-1	-8	2	0	3	-24
CCN(CC)S(=O)(=O)c1cccc(NC(=O)c2cc(=O)[nH]c3ccccc23)c1	6	-3	-10	5	3	1	0	5	-1
COc1cc2c(c(OC)c1OC)-c1c(cc3c(c1O)OCO3)C[C@@H](C)[C@@H](C)C2	nt	nt	-3	nt	nt	30	-3	-1	nt
O=S(=O)(NCCSc1nnc(-c2ccco2)n1-c1ccccc1)c1ccccc1	-25	-6	-18	12	-11	0	0	2	-2
C1CCC(OCCN2CCN(CCOC3CCCCC3)CC2)CC1	3	3	-12	7	-1	-1	0	-4	4
COc1cccc(-c2cc(N3C(=O)Nc4ccccc4N3O)n[nH]2)c1	-3	-1	-27	18	-1	2	3	5	3
O=S(=O)(c1ccc(-c2ccon2)s1)N1CCOCC1	11	4	-2	nt	-1	17	1	3	10
O=C(NC(=S)Nc1ccccc1Cl)c1cncc(C#Cc2ccccc2)c1	-1	6	-6	nt	-11	15	4	3	-21
CC(C)C(=O)NC(=S)/C=C1/N(C)c2ccccc2C1(C)C	-5	4	-4	2	-15	24	1	1	-2
Cc1ccccc1OCC(O)CN (centres undefined)	44*	6	-2	-16	5	1	-1	-6	80*
COC(=O)c1ccc(NC(=S)NC2CCc3ccccc32)cc1 (centres undefined)	-1	1	-8	-3	-10	20	4	3	6
N#CC(C#N)=Cc1cccn1-c1ccc(C(=O)O)cc1	-13	3	-8	0	-4	21	-1	-3	6
CC(C)(C)c1ccc(/C=C(\C#N)C(=O)NCCN2CCOCC2)cc1	3	1	-3	1	-11	20	1	1	11
O=C(O)C1CC=C(Cl)CC1C(=O)NCC1OCCc2ccccc21 (centres undefined)	-14	5	8	11	-9	1	-1	-3	3
O=C(Nc1nc2ccc(S(=O)(=O)N3CCCCC3)cc2s1)C1CCCO1 (centres undefined)	24	2	2	-7	-9	0	-7	3	-1

Whole records as entered above. Order of screens: NPY2 pot ag	p97 inhibitor	Mdm2 ligase inh	NPY Y1 blocker	RBBP9 inhibitor	Hck-Nef inh	Runt-CBFb FRET	Runt-SMMHC FRET	NPY1 pot ag
CCN(CC)S(=O)(=O)c1cccc(NC(=O)c2cc(=O)[nH]c3ccccc23)c1 as listed: 6	-3	-10	5	3	1	0	5	-1
CC1Cc2ccccc2N1C(=O)CSc1nc2ccccc2o1 (centres undefined) as listed: -19	6	0	13	-3	0	-1	0	9
COc1cccc(-c2cc(N3C(=O)Nc4ccccc4N3O)n[nH]2)c1 as listed: -3	-1	-27	18	-1	2	3	5	3

NPY2 pot ag: what is marked active above
SMILES	NPY2 pot ag	p97 inhibitor	NPY Y1 blocker	RBBP9 inhibitor	Hck-Nef inh	Runt-CBFb FRET	Runt-SMMHC FRET	NPY1 pot ag
Cc1ccccc1OCC(O)CN (centres undefined)	44*	6	-16	5	1	-1	-6	80*

Following part
SMILES	NPY2 pot ag	p97 inhibitor	Mdm2 ligase inh	NPY Y1 blocker	RBBP9 inhibitor	Hck-Nef inh	Runt-CBFb FRET	Runt-SMMHC FRET	NPY1 pot ag
O=C1Nc2c(ccc(Cl)c2Cl)C(=O)C1(F)c1ccccc1 (centres undefined)	-1	-5	-4	nt	-8	-10	-1	-8	-4
CC(C)CC(=O)Nc1ncc([N+](=O)[O-])s1	-20	7	-9	nt	-3	0	15	8	1
CCN(CC)S(=O)(=O)c1ccc(C(=O)OC2CCCCC2CN(C)C)cc1 (centres undefined)	-15	-1	-26	4	-7	1	0	4	-13
CCOC(=O)c1c(C)nc(C)c(C(=O)OCC)c1-c1ccc(O)c(OC)c1	-15	3	-16	2	-2	-3	27	26	2
Cc1ccc(/C=C/C2=NN(Cc3ccccc3)C(=O)CC2)cc1	-9	-2	nt	17	-4	1	-1	0	-37
COc1cccc(/C=N/NC(N)=S)c1OCc1cccc(Cl)c1	4	2	-2	4	-6	-1	1	1	-4
O=C(Nc1ccc2c(c1)CCC2)c1cccc(S(=O)(=O)N2CCN(c3ccc(F)cc3)CC2)c1	-13	3	-8	-4	-25	0	0	1	24
CC1(C)Cc2c(sc3[nH]c(=S)n(Cc4ccco4)c(=O)c23)CO1	0	8	-19	0	-13	2	18	17	-4
Cc1ccc(N2CCN(S(=O)(=O)c3ccc4c(c3)n(C)c(=O)c(=O)n4C)CC2C)cc1 (centres undefined)	3	6	-9	0	-4	6	1	-3	-35
Cc1ccc(NC(=O)CN2C(=O)N/C(=C/c3cccn3-c3ccc(C(=O)O)cc3)C2=O)cc1	3	17*	nt	7	-3	26	31	16	17
CNc1cc(Cl)nc(SC)n1	-2	1	-3	5	-6	-2	1	2	8
COc1ccc(NC(=S)N(CCN2CCOCC2)Cc2cc3cc4c(cc3[nH]c2=O)OCO4)cc1	-6	-4	-9	0	-14	20	-23	-44	-5
Clc1ccc(OCCOCCN2CCc3ccccc3C2)c(Cl)c1	-16	-2	-9	25*	4	-1	-2	-2	-28
CCOC(=O)C1=C(C)NC2=C(C(=O)C(C(=O)OCC)C(c3ccco3)C2)C1c1ccccn1 (centres undefined)	-7	-8	-9	-2	-6	17	21	38	-27
CCOC(=O)C1=C(C)N(CCCCCC(=O)O)C(=O)NC1c1ccccc1OC(=O)c1cccs1 (centres undefined)	6	4	nt	2	-7	0	-2	1	4
CCOc1ccc(-c2nnc(SCc3nnc(-c4ccccc4)o3)n2-c2ccccc2F)cc1	-13	-5	-9	26*	-15	0	-1	-1	-23
Cc1cc(C)c(S(=O)(=O)NCC(=O)NCc2ccco2)c(C)c1	6	3	28	2	-1	22	nt	3	-4
Cc1ccc(-c2cc(C(=O)N/N=C\c3cnn(C)c3C)c3ccccc3n2)cc1C	-7	1	-18	5	-11	3	-1	-9	-9
O=C(OCCN1CCOCC1)c1ccc(OCCN2CCOCC2)cc1	-1	-5	-8	3	-11	11	3	-2	-15
Cc1csc2nc(CNC(=O)C3CCCCC3)cn12	-3	0	-10	3	-7	-2	2	-1	6
c1csc(C2CCCN2c2nc3nonc3nc2NC2CC2)n1 (centres undefined)	5	-1	-7	-2	-7	17	0	-4	1
Cc1cccc(-c2noc(C3CCCCC3)n2)c1	0	-6	-30	4	-5	5	2	-3	-10
COc1ccc(C(=O)/C(C#N)=N/Nc2ccccc2[N+](=O)[O-])cc1	1	2	-14	3	-5	3	-7	-4	-7
Cc1cccc(-c2nnc(N)s2)c1	1	9	-17	1	-4	3	3	2	-7
COc1ccccc1NC(=O)c1ccc(S(=O)(=O)N(C)C)cc1	3	6	1	-1	-9	3	0	-1	8
CC(=O)NCCN=C(C)c1sc2ccccc2c1O	-12	3	-11	-3	-2	0	26	60	-10
CCn1c(-c2nn(-c3ccccc3)ccc2=O)n[nH]c1=S	17	5	0	7	13	24	8	1	0
COc1cc(NS(=O)(=O)c2cc(C(=O)N3CCN(C(C)=O)CC3)ccc2OC)cc(OC)c1	2	7	-3	-1	13	23	1	-1	17
CCn1c(SCc2ccc(C#N)cc2)nnc1-c1cccc(Cl)c1	-2	-7	-5	4	-2	2	0	3	-24
COC(=O)CSc1nnc(CNc2ccc(Cl)cc2)n1-c1ccccc1	9	-2	-3	3	-5	1	-4	2	23
CCn1c2ccccc2c2nnc(SCC(=O)NC3CCS(=O)(=O)C3)nc21 (centres undefined)	1	-4	nt	2	3	0	23	2	-2
CC(=O)N1c2ccccc2C(C)=CC1(C)C	-4	4	nt	nt	-1	28	3	-1	-3
Cc1ccc(NC(=O)COC(=O)c2csc3c2CCC(C)C3)cc1S(=O)(=O)N1CCCCC1 (centres undefined)	1	-1	-9	-8	-22	-43	1	5	-1
COc1ccccc1-c1c(C)nn2c(N3CCN(c4ccccc4OC)CC3)cc(C)nc12	-3	-1	-10	-1	-3	7	-12	-4	-2
CC(=O)Nc1ccc(NC(=O)Cn2c(-c3ccc(F)cc3)cnc2SCC(=O)Nc2c(C)cccc2C)cc1	0	0	3	2	-5	-2	0	7	16
Cn1cc(/C=C/C(=O)N2CCCC(C(=O)c3ccc(C(F)(F)F)cc3)C2)cn1 (centres undefined)	-30	1	-17	5	0	15	-1	-1	-4
Cn1c(Sc2nc3ccccc3n2C)nc2ccccc21	-12	6	-15	4	-2	2	-2	-4	-16
O=C(N/N=C/c1ccncc1)c1ccc2c(c1)OCO2	-5	5	13	5	7	20	-1	-1	9
CCC1Oc2ccc(C)cc2N(CC(=O)NCc2ccccc2OC)C1=O (centres undefined)	0	-3	-19	1	-1	0	-2	-7	-7
c1ccc(Nc2nc3ccccc3n3nnnc23)cc1	-15	6	1	-1	6	6	22	44	-12
CCCN(CCC)C(=S)Nc1cc(C(=O)OC)ccc1C(=O)OC	1	0	39*	0	1	5	10	24	10
